# HIF-2a inh – inhibitors of HIF-2a. AID 624352. 786-0 RCC cells HIF-2a reporter, luciferase luminescence, overnight. hit rate 0.72% among 360,000. inhibition, % at 18.8 µM;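 active means inhibition of the luminescence signal of 40% or more relative to plate controls, in a single-dose primary screen at 18.75 µM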
# NR2E3 ag-1 – activates human NR2E3 receptor; inhibition of corepressor binding, % at 3.98 µM; Q9Y5X4; CHO-S Gal4-NCOR/VP16-NR2E3 two-hybrid, luciferase; hit rate 0.35% among 360,000; AID 602229;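 active means inhibition above the mean of all tested compounds plus 3 SD, cut at about 70% in these data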;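 further: 0% = DMSO with NR2E3 transfected cells and 100% = cells lacking NR2E3 construct; higher means lower luciferase signal from less NR2E3 corepressor binding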
# MITF TRPM1 inh – reduces MITF-dependent TRPM1 promoter luciferase signal. SK-MEL-5 TRPM1 promoter luciferase, 24 h. inhibition, % at 12.5 µM. AID 488899. hit rate 0.83% among 330,000;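 active means mean inhibition across replicates of 60% or more, whatever share of single replicates reaches that level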; further: values of inactives mirror those of a sister screen read the other way
# PDI turbidity – inhibitors of human protein disulfide isomerase. AID 588391. P07237. hit rate 0.052% among 350,000. PDI insulin aggregation turbidity, A650, 90 min. inhibition, % at 10 µM;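 active means mean inhibition across replicates of 30% or more, whatever share of single replicates reach that level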;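 further: absorbance from insulin aggregation driven by PDI reduction with DTT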
# Target sequence (P07237 whole entry, looked up): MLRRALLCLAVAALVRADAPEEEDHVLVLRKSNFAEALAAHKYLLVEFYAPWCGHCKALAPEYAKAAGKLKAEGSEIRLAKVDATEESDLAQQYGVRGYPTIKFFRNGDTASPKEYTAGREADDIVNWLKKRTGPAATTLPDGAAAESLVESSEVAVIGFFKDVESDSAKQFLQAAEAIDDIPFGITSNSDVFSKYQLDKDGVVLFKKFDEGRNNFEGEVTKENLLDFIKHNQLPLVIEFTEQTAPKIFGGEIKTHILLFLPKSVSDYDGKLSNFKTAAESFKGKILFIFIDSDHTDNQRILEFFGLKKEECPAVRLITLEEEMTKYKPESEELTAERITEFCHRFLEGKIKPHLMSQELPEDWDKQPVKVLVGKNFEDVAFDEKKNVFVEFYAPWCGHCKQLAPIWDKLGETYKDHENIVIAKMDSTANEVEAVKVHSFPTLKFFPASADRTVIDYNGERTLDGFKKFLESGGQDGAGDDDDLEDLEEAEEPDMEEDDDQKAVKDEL
# Shn3 3UTR inh – Schnurri-3 reporter inhibition in Clone20 osteoblasts; Clone20 osteoblast Shn3 3'UTR firefly luciferase, 24 h; inhibition, % at 12.5 µM; hit rate 0.52% among 360,000; AID 588674;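 active means mean inhibition of at least 75% with every replicate also reaching 75%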;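 further: 0% = median of neutral control wells and 100% = pilot-screen positive control compound; some compounds past the cut are filed as inactive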
# iPSC survival up – hiPSC single-cell survival enhancement; survival enhancement, % at 20 µM; ATPlite luminescence; 100% = ROCK inhibitor wells, 0% = DMSO; hit rate 0.044% among 360,000; AID 602274; in the data active means survival enhancement above about 18%;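 further: cells exposed to compounds for 16 hours before the ATP read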
# CaV13 FRET inh – Disruptors of the CACNA1D IQ motif to Ca2+-dependent inactivation inhibitor domain association, primary screening, Förster resonance energy transfer in intact living … | HEK cells, CFP/YFP FRET ICDI-IQ, plate reader, 10 min; percent FRET-ratio fall versus neutral wells | inhibition, % at 12.3 µM | hit rate 0.098% among 340,000 | AID 743397;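 active means mean replicate inhibition of at least 30% and at least 1% of replicates passing that level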;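 further: 0% = median of the neutral control wells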
# Peg3 promoter – reduces Peg3 promoter-driven luciferase expression in HeLa; HeLa PEG-Prom luciferase reporter, luminescence, overnight; inhibition, % at 20 µM; hit rate 1.7% among 360,000; AID 588405;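 active means inhibition of at least 50% at 20 µM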
# Cardio protect – myocardial damage modulation in H9c2 cells; H9c2 cardiomyocytes, H2O2 injury protection, ATPLite, 2 h; AID 588492; hit rate 0.63% among 360,000; protection from H2O2 cell death, % at 20 µM;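 active means compounds giving at least 50% protection of heart cells from peroxide-induced death in the single-dose screen, raw or plate-pattern-corrected value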;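 further: 0% = DMSO wells with peroxide and 100% = DMSO wells without peroxide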
# NR2E3 ag-2 – activates human photoreceptor nuclear receptor NR2E3; inhibition of corepressor binding, % at 4.78 µM; AID 2300; GST-NR2E3/biotin-RetCOR TR-FRET, 1536-well; Q9Y5X4; hit rate 0.12% among 320,000;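 active means percent inhibition above the cutoff of mean plus 3 SD of all tested compounds, set per screening campaign, cut at about 20% in these data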;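 further: 0% = DMSO wells and 100% = biotin wells as full block of FRET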
#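 system = GST-tagged NR2E3 plus biotinylated RetCOR corepressor | input = 1.35 nM GST-NR2E3 | also added = 7 nM biotin-RetCOR | schedule = 5 h incubation at 4 °C | measured by = TR-FRET with europium anti-GST and streptavidin-D2, 340 nm excitation | read-out = percent loss of FRET ratio relative to control wells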
# HTR2A ag – agonists of mouse serotonin 5-HT2A receptor (HTR2A). CHO-K1 mHTR2A beta-arrestin complementation, luminescence; percent of 30 µM serotonin response. activation, % at 7.6 µM. hit rate 0.66% among 360,000;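 active means activation above a run cutoff, the mean activation of all tested compounds plus 3 SD, cut at about 14% in these data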;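 further: 0% = plate median of compound wells and 100% = 30 µM serotonin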
# Target sequence (P35363 whole entry, looked up): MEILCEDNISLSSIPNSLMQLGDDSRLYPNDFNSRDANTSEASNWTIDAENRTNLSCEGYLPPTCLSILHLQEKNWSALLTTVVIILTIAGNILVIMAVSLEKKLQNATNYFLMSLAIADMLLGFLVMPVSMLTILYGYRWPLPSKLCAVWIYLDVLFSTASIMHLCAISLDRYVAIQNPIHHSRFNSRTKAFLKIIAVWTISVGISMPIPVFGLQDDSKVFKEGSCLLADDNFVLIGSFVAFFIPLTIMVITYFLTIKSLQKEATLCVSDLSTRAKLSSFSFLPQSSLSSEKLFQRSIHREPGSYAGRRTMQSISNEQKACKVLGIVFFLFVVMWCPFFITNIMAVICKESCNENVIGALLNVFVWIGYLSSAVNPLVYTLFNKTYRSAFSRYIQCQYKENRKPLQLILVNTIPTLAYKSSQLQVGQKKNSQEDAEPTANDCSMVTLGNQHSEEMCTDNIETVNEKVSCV
# Active calls of the source: *; / = no result given.
SMILES,HIF-2a inh,NR2E3 ag-1,MITF TRPM1 inh,PDI turbidity,Shn3 3UTR inh,iPSC survival up,CaV13 FRET inh,Peg3 promoter,Cardio protect,NR2E3 ag-2,HTR2A ag
COc1cccc(NC(=O)CSc2nc3ccsc3c(=O)n2-c2ccc(C(=O)O)cc2)c1,5,-14,2,7,-13,-0.6,-2,17,12,1,3
O=C(COC(=O)CCSc1ccc(Cl)cc1)NCc1ccco1,2,1,2,0,0,-0.3,-7,3,-6,4,5
CC(C)Cn1c(N)c(C(=O)CSc2ccc3c(c2)OCCO3)c(=O)n(C)c1=O,11,59,40,-7,86*,-1.8,-4,21,-34,-5,9
Cc1ccc(-n2c(SCC(=O)Nc3ccc(N4CCOCC4)cc3)nc3ccccc3c2=O)cc1,15,-58,3,-2,-18,-2.1,-3,18,3,3,2
COc1cc(OC)c2c(-c3ccccc3)cc(=O)oc2c1C(CCN1CCCCC1)c1ccc2c(c1)OCO2 (stereo not drawn),1,-6,46,1,11,-4.1,-5,102*,-22,-2,-4
CC(C)OC(=O)/C(=C/c1ccco1)c1ccccc1,-1,-26,-5,2,/,0.2,-5,9,-4,-2,0
O=C(Nc1ccc(N2CCN(C(=O)c3cccs3)CC2)c(Cl)c1)c1ccco1,-45,-9,-4,2,6,-2.5,-6,-24,21,3,-1
COc1ccccc1-c1nnc(SCC(=O)O)n1-c1ccc(C)cc1,5,7,14,3,-7,-1.4,-1,-1,-9,-1,-3
COc1cc(C(=O)Nc2c(C(=O)N3CCOCC3)oc3ccccc23)cc(OC)c1OC,-17,-10,-10,-8,8,0.5,-8,-17,0,-1,-4
CCn1c(SC(C)C(=O)NCC2CCCO2)nc2ccccc21 (stereo not drawn),5,0,-4,-5,6,-2.2,-6,3,12,3,1
CC1CCN(c2ccc([N+](=O)[O-])cc2C(=O)N2CCOCC2)CC1,13,22,-3,14,-1,-0.3,/,13,-8,1,1
c1cc2c(nn1)CCc1nonc1-2,12,34,10,-6,-3,-1.7,0,4,3,3,-1
COc1ccc(NC(=O)N(C)C[C@H]2Oc3c(NC(=O)Nc4ccccc4)cccc3C(=O)N([C@H](C)CO)C[C@@H]2C)cc1,9,10,-9,2,12,-3.1,-5,-2,18,/,5
COc1ccccc1CN1CCN(C(=O)c2ccncc2)CC1,9,-8,0,3,-4,-1.8,/,13,6,3,-3
CCOc1ccccc1NC(=O)Cc1coc2ccc(C)cc12,14,1,11,-3,9,0.7,-3,17,5,1,-3
CCCCC(=O)N=c1sc2cc(S(C)(=O)=O)ccc2n1C,-38,14,-20,0,2,1.4,/,-19,0,1,0
COc1ccc(N(C)C(=O)c2onc3c2CCCC3)cc1,-6,6,-17,1,2,-1.0,-5,7,3,3,0
O=C(O)c1cccc(Nc2ccc3nonc3c2[N+](=O)[O-])c1,15,-13,-11,6,-13,-0.6,-5,14,6,0,-2
CCCCCCn1nc(C(=O)N(CCOC)c2c(N)n(CCCC)c(=O)[nH]c2=O)c2ccccc2c1=O,14,-10,-1,0,8,-0.3,-7,8,-8,0,2
O=C(C1CCCCC1)N1C[C@@H](O)[C@H](n2cc(-c3ccc(F)cc3)nn2)C[C@@H]1c1ccc(Cl)cc1,-7,-14,/,-2,12,-1.2,-4,19,-6,/,-3
COc1ccc(CCNc2cc(C)nc3c(-c4ccccc4OC)cnn23)cc1OC,-4,-8,5,-2,5,0.4,-4,10,6,0,1
N/C(=N\OC(=O)c1cccc(F)c1)c1ccccc1,-172,-19,-64,-3,-72,0.1,-2,-198,-22,-1,2
Cc1cc(Cl)c(OCCCSc2nc(C)cc(=O)[nH]2)c(Br)c1,-9,-14,-16,-1,10,-2.2,-8,5,-14,1,1
COc1ccc(S(=O)(=O)N2CCN(Cc3ccc(OC)c(OC)c3)CC2)cc1,14,11,8,1,6,-0.6,-5,12,-2,0,0
O=C(NNC(=O)c1ccc([N+](=O)[O-])cc1)c1ccncc1,4,-9,3,-5,15,1.8,-9,10,11,1,2
Cc1cc([N+](=O)[O-])c(C)cc1-c1ccc(/C=N/NC(=O)c2cccnc2)o1,-55,1,-13,0,-2,-2.0,-1,-19,35,-4,-3
Cn1cc(Br)c(C(=O)NNC(=O)Cc2ccc(Cl)cc2)n1,-10,-9,-6,2,-6,-0.3,-4,-16,9,2,7
CCOc1ccc(CCN2CN(C3CCCCC3)CNC2=S)cc1OCC,14,2,-2,-3,6,-0.1,-20,22,-2,-2,5
Cc1cc(C(=O)OCC(=O)Nc2ccccc2C(F)(F)F)on1,9,-15,-5,8,-13,-2.3,-5,22,-3,/,8
Fc1ccc(OCc2nnc(SCCN3CCOCC3)o2)cc1,4,-3,0,0,9,4.2,/,-9,-4,-2,1
CN(Cc1ccco1)C(=O)c1ccc(CNS(=O)(=O)c2ccc3c(c2)C(C)(C)C(=O)N3C)cc1,16,-11,/,-5,8,2.7,-5,3,0,-3,-3
S=C(NCCC1=CCCCC1)NCc1ccco1,-83,-21,-22,10,39,-3.0,-3,-59,-29,-1,8
O=C1Nc2ccccc2/C1=C/c1ccccc1Cl,-26,-37,-4,-4,-27,-0.2,-17,13,-9,-2,-5
O=C(Nc1cccc(Cl)c1)N1N=CCC1c1ccccc1 (stereo not drawn),-40,8,/,-3,0,-0.3,-17,-9,-3,-3,-2
CCCC(=O)Nc1nn(C)c2nc3ccc(C)cc3cc12,3,-10,-15,-1,-4,-0.2,-5,13,1,-6,10
Cn1ncc(C#N)c1NC(=O)C1CC(c2c(F)cccc2Cl)=NO1 (stereo not drawn),-11,-16,9,-4,-5,-0.2,-8,1,6,0,1
COC(=O)c1c(NC(=O)C2Cc3ccccc3C(=O)O2)sc2c1CCCC2 (stereo not drawn),2,-31,-20,-12,20,-1.1,0,-18,-6,3,0
CCCCn1c(=O)[nH]c(=O)c2c1nc(-c1ccc3ccccc3c1)n2CC,-1,24,2,-5,7,-1.3,2,26,17,0,0
CCOC(=O)N1CCN(c2cc(C)c([N+](=O)[O-])cc2F)CC1,-9,31,-13,-5,34,0.1,-4,-7,-16,2,1
CCC(CC)C(=O)Nc1nnc(S(=O)(=O)N2c3ccccc3CC2C)s1 (stereo not drawn),15,1,6,-5,9,-0.2,-6,26,3,3,-3
CN(Cc1ccccc1)C(=O)CSc1nc2ccccc2c(=O)n1Cc1ccco1,1,-29,16,-1,38,1.2,/,32,28,2,-3
CCOC(=O)C1=C(C)NC(=O)NC1c1ccccc1Cl (stereo not drawn),6,-3,5,-9,-20,3.5,-5,-5,-1,-1,-1
COc1ccccc1/C=C/CN1CCOCC1,-4,-8,0,1,-3,1.4,-6,8,4,1,6
COc1cc(OC)c2ccc(=O)oc2c1C(CC(=O)N1CCOCC1)c1ccc(N(C)C)cc1 (stereo not drawn),5,-2,-6,2,-9,0.4,-4,-2,3,-1,4
O=C(O)Cc1sc(Nc2cccc3ccccc23)nc1-c1ccc(F)cc1,-2,-39,22,-3,-6,-0.4,-5,10,2,/,-7
c1cncc(-c2nnc(-c3cccs3)o2)c1,-101,-21,-28,4,-27,2.1,-8,-57,-1,0,9
COc1ccc(S(=O)(=O)N2CCCC2C(=O)Nc2ccc(C)cc2)cc1 (stereo not drawn),0,8,8,4,-16,0.9,-2,-4,-3,-1,-6
Cn1c(=O)c2c(nc(N3CCc4ccccc4C3)n2Cc2ccc(Br)cc2)n(C)c1=O,23,-15,5,-7,13,-1.3,1,-5,16,-2,1
CC(=O)c1cc(C#N)c(SCC(=O)Nc2nccs2)nc1C,-260,-33,-41,-2,-39,-0.4,-5,-255,-2,-4,1
COc1ccc(CCC2CCNCC2)cc1,7,12,-11,-3,15,0.2,-2,1,2,0,-4
O=S1(=O)C[C@@H](O)[C@@H](Nc2ccc(Cl)cc2)C1,12,-10,-1,-4,3,-1.3,-5,2,6,4,3

# Record cards, from the list above. Order of values: HIF-2a inh, NR2E3 ag-1, MITF TRPM1 inh, PDI turbidity, Shn3 3UTR inh, iPSC survival up, CaV13 FRET inh, Peg3 promoter, Cardio protect, NR2E3 ag-2, HTR2A ag
# `c1cncc(-c2nnc(-c3cccs3)o2)c1` is listed with -101, -21, -28, 4, -27, 2.1, -8, -57, -1, 0, 9
# `O=C(O)Cc1sc(Nc2cccc3ccccc23)nc1-c1ccc(F)cc1` is listed with -2, -39, 22, -3, -6, -0.4, -5, 10, 2, /, -7
# `COc1ccc(CCC2CCNCC2)cc1` is listed with 7, 12, -11, -3, 15, 0.2, -2, 1, 2, 0, -4
# `CCOC(=O)C1=C(C)NC(=O)NC1c1ccccc1Cl` (stereo not drawn) is listed with 6, -3, 5, -9, -20, 3.5, -5, -5, -1, -1, -1

# A second format for part of the listing above.
# Sequence of screens – HIF-2a inh, NR2E3 ag-1, MITF TRPM1 inh, PDI turbidity, Shn3 3UTR inh, iPSC survival up, CaV13 FRET inh, Peg3 promoter, Cardio protect, NR2E3 ag-2, HTR2A ag
> Cn1c(=O)c2c(nc(N3CCc4ccccc4C3)n2Cc2ccc(Br)cc2)n(C)c1=O
 : 23, -15, 5, -7, 13, -1.3, 1, -5, 16, -2, 1
> O=C(O)Cc1sc(Nc2cccc3ccccc23)nc1-c1ccc(F)cc1
 : -2, -39, 22, -3, -6, -0.4, -5, 10, 2, /, -7
> COc1ccc(CCC2CCNCC2)cc1
 : 7, 12, -11, -3, 15, 0.2, -2, 1, 2, 0, -4
> COc1cc(OC)c2ccc(=O)oc2c1C(CC(=O)N1CCOCC1)c1ccc(N(C)C)cc1 (stereo not drawn)
 : 5, -2, -6, 2, -9, 0.4, -4, -2, 3, -1, 4
> c1cncc(-c2nnc(-c3cccs3)o2)c1
 : -101, -21, -28, 4, -27, 2.1, -8, -57, -1, 0, 9
